Bioassay records: PubChem BioAssay, National Center for Advancing Translational Sciences (NCATS)
RORgamma inh: qHTS for inhibitors of ROR gamma transcriptional activity. Drosophila S2 Gal4-RORgamma UAS-luciferase reporter, 20 h. Potency, µM (titrated, usually from 53.6 µM), inactives show at the top dose activity change, negative = inhibition, most hits filed as inhibitors. 310,000 tested, 5.4% active. Nuclear receptor ROR-gamma (Mus musculus), P51450. AID 2551, 2010; further: on the % scale 0 is the no-effect control and ±100 the full control effect; nearly all actives have a fitted effect of over 60% in size
Target sequence (P51450 whole entry, looked up, the tested form may be a part): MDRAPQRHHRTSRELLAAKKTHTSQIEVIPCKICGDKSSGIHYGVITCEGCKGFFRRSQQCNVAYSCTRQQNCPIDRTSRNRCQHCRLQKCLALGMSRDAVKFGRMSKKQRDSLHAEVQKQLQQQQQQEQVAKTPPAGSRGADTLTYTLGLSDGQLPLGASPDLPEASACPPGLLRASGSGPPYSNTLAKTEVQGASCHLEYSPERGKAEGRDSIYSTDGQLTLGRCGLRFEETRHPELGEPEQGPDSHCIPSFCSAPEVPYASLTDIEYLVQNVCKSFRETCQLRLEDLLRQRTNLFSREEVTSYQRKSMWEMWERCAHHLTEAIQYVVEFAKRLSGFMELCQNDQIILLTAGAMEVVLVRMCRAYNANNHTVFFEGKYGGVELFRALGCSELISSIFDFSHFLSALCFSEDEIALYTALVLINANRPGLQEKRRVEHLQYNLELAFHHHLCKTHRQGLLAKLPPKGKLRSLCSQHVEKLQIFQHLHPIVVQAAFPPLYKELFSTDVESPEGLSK
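A Gal4/UAS one-hybrid system in insect cells: metallothionein-promoter Gal4–ROR gamma fusion plus Photinus luciferase reporter. Copper sulfate 700 uM final, 20 hr ambient incubation, luminescent detection after 10 min with reagent.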
NPC1 prom act: qHTS Assay for NPC1 Promoter Activators; Huh7 NPC1 promoter luciferase reporter, 24 h; Potency, µM (highest dose often 9.22 µM), without a hit: at the top dose activation, actives largely listed as activators; 320,000 tested, 2.4% active;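 further: % of control where 0% means no effect; nearly all actives have a fitted effect of over 60% in size; reporter is driven by a mutant NPC1 promoter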
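Readout is luciferase luminescence, reflecting NPC1 promoter activation in stably transfected Huh7 cells after 24 h compound exposure at 37 °C in reduced-serum medium with 10% FBS.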
FLuc counter: qHTS profiling assay for firefly luciferase inhibitor/activator using purifed enzyme and Km concentrations of substrates (counterscreen for miR-21 project) | Luciferin 4-monooxygenase (Photinus pyralis), P08659 | purified FLuc, Km substrates, luminescence inhibition | Potency, µM (top dose mostly 57.5 µM), inactives show at the highest dose activity change, negative = inhibition, hits mostly inhibitors | 360,000 tested, 6.9% active;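 further: plate controls were vehicle for no effect and reference inhibitor for full effect; nearly all actives have a fitted effect of over 55% in size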
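Biochemical qHTS of compounds, final roughly 60 µM downward over six points, against 10 nM purified firefly luciferase using Km concentrations of substrates (10 uM D-luciferin, 10 uM ATP) in Tris acetate pH 7.5 buffer; luminescence output.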
p53 reactivator: qHTS assay for re-activators of p53 using a Luc reporter. H1299 p53-A138V BP100-luciferase reporter, luminescence, 24 h. Potency, µM (highest dose often 92.2 µM), for the others: top-dose activity change, positive = activation, hits mostly activators. 320,000 tested, 0.063% active; further: % of control where 0% means no effect; nearly all actives have a fitted effect of over 45% in size
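p53-null H1299 cells stably carrying temperature-sensitive p53-A138V and a BP100-luciferase reporter were pinned with compounds (4-point, 1:5 series) and held 24 hrs at 37 deg C. Luminescence was read 10 min after detection reagent.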
BRCA1 expr act: qHTS Assay to Identify Small Molecule Activators of BRCA1 Expression | MCF7-BRCA1-FFLuc reporter, luminescence, 48 h; response scale: scaled: vehicle 0%, 10 µM genistein 100% | Potency, µM (series often up to 46.1 µM), for the others: at the highest dose activation, usual class: activators | 380,000 tested, 1.1% active; further: nearly all actives have a fitted effect of over 80% in size; some results filed as inactive show a strong effect at the top dose
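Activators of BRCA1 expression were detected as increased firefly luciferase luminescence in engineered MCF7 cells after 48 h compound incubation. Signals were scaled to genistein 10 microM as full activation.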
Rab9 prom act: qHTS Assay for Rab9 Promoter Activators; 320,000 tested, 2.8% active; Potency, µM (top dose mostly 9.22 µM), for the others: at the highest dose activation, negative = inhibition, hits mostly activators; AID 485297, 2010; Huh7 Rab9 promoter-luciferase reporter, luminescence, 24 h; further: % of control where 0% means no effect; nearly all actives have a fitted effect of over 60% in size
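Using Huh7 cells stably transfected with Rab9 promoter–luciferase, compounds were incubated 24 h at 37 °C, 5% CO2; luciferase luminescence was read 10 min after reagent addition.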
VP16 counter: VP16 counterscreen qHTS for inhibitors of ROR gamma transcriptional activity. AID 2546, 2010. Potency, µM (highest dose often 53.6 µM), for inactives: at the highest dose activity, negative = inhibition, actives largely listed as inhibitors. Drosophila S2 Gal4-VP16 UAS-luciferase, luminescence, 20 h. 310,000 tested, 3.5% active;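 further: Gal4-VP16 expression switched on by copper sulfate through the metallothionein promoter; on the % scale 0 is the no-effect control and ±100 the full control effect; nearly all actives have a fitted effect of over 50% in size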
uPA surface inh: qHTS for Inhibitors of Cell Surface uPA Generation; cell surface uPA generation assay, qHTS; AID 540303, 2011; 330,000 tested, 0.31% active; Potency, µM (top dose mostly 38.3 µM), inactives show top-dose activity change, negative = inhibition, actives largely listed as inhibitors; active means well fitted inhibition curve with a large enough effect; inconclusive means small, poorly fitted or top-dose-only effect; inactive means no such curve, though single readings can be large or run the other way; tested in mouse RAW 264.7 cells; further: on the % scale 0 is the no-effect control and ±100 the full control effect; nearly all actives have a fitted effect of over 55% in size
MBNL1 CUG block: qHTS Assay for Inhibitors of MBNL1-poly(CUG) RNA binding; Potency, µM (top dose mostly 57.5 µM), inactives show top-dose activity change, negative = inhibition, usual class: inhibitors; 280,000 tested, 0.036% active; TR-FRET MBNL1-His/biotin-(CUG)12 binding, 665/545 ratio; Muscleblind-like protein 1 (Homo sapiens), Q9NR56; active means well fitted inhibition curve with a large enough effect in the signal ratio, with a control signal flat, not every such curve was filed as active; inconclusive means small, poorly fitted or top-dose-only effect, or effect the other way, or a change in a side signal; inactive means no such curve, though single readings can be large or run the other way; the % refers to the signal ratio; further: on the % scale 0 is the no-effect control and ±100 the full control effect
Target sequence (Q9NR56 whole entry, looked up): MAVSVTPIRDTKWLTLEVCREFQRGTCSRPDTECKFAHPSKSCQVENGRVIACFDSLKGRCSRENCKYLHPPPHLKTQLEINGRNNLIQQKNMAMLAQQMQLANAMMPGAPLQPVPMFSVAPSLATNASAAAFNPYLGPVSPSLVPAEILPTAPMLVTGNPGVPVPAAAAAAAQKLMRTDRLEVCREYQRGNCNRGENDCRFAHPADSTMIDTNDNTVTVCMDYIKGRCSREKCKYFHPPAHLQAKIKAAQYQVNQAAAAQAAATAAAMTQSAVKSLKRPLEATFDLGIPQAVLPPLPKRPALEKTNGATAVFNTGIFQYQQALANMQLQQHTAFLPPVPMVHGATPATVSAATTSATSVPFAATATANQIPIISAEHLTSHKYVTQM
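His-tagged MBNL1 binding to biotinylated (CUG)12 RNA was measured by TR-FRET using terbium anti-His antibody (0.055 ng/ul final) and streptavidin-XL665 (5 nM final). Compounds were titrated 92 nM to 58 uM; 60 min at room temperature.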
MLL CXXC-DNA inh: qHTS Fluorescence Polarization Assay for Inhibitors of MLL CXXC domain - DNA interaction; MLL-CXXC / FITC-HOXA9 DNA fluorescence polarization; Potency, µM (series often up to 115 µM), for inactives: at the highest dose activity change, negative = inhibition, hits mostly inhibitors; 290,000 tested, 0.037% active; active means well fitted inhibition curve with a large enough effect in the polarisation, with a control signal flat, not every such curve was filed as active; inconclusive means small, poorly fitted or top-dose-only effect, or effect the other way, or a change in a side signal; inactive means no such curve, though single readings can be large or run the other way; the % refers to the polarisation
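Purified MLL-CXXC (added from a 7 uM solution) was preincubated 5 min at ambient with pinned compounds in 50 mM Tris-HCl pH 7.5, 50 mM NaCl, 1 mM DTT, 0.05% BSA. Fluorescein-labeled HOX-A9 DNA (50 nM solution) followed, 30 min, then polarization read.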
ELG1 genotoxic: qHTS screen for small molecules that induce genotoxicity in human embryonic kidney (HEK293T) cells expressing luciferase-tagged ELG1 | HEK293T ELG1-luciferase reporter, luminescence, 16 h | Potency, µM (titrated, usually from 46 µM), for inactives: at the top dose activity change, positive = activation, hits mostly activators | 330,000 tested, 1.3% active | AID 504466, 2011; further: % of control where 0% means no effect; nearly all actives have a fitted effect of over 60% in size
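HEK293T cells expressing luciferase-tagged ELG1 were exposed to compound or DMSO vehicle for 16 hr at 37 °C and 5% CO2. Luciferase activity was then measured with ONE-Glo after 30 min at room temperature.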
An asterisk follows results filed as active; ? = inconclusive; / = not tested or not shown; [ ] = remark or other dose. Unless noted, the call rests on the fitted dose curve; in most records, active means well fitted curve in the direction sought with a large enough effect; inconclusive means small, poorly fitted or top-dose-only effect, or another doubt; inactive means no such curve, though single readings can be large; an effect the other way counts as inactive or inconclusive. Potency means the concentration at half of the fitted maximal effect.

# | Structure | RORgamma inh | NPC1 prom act | FLuc counter | p53 reactivator | BRCA1 expr act | Rab9 prom act
1 | CCOC(=O)N1CCN(CC(=O)Nc2c(C(=O)OC)[nH]c3cccc(Cl)c23)CC1 | 14% | 0% | -2% | -15% | 8% | -13%
2 | CCc1ccccc1NC(=O)Cn1ccn(-c2ccc(OC)cc2)c(=O)c1=O | -21% | 2% | -1% | 12% | -1% | 1%
3 | Cc1ccc(NC(=O)c2cc([N+](=O)[O-])ccc2N2CCOCC2)cc1S(=O)(=O)N(C)C | -4% | -1% | -1% | -4% | -1% | -5%
4 | CC1CCCN(Cc2ccc(OCc3ccccc3)cc2)C1 (stereo not drawn) | -26% | 15% | ? | -11% | 61% | 18%
5 | O=C(Nc1ccc(F)cc1)C(=O)C1C(=O)Nc2ccccc21 (stereo not drawn) | -14% | 5% | ? | 13% | 45% | 16%
6 | COC(=O)C(C)n1cnc2c(nnn2-c2ccc(C)cc2)c1=O (stereo not drawn) | 1% | -2% | ? | 10% | 27% | 1%
7 | Cc1nc(Cc2nnc(SCc3nc(N)nc(Nc4ccccc4C)n3)o2)cs1 | 6% | 5% | -2% | 1% | -3% | 7%
8 | COc1ccc(NC(=S)Nc2cccc(C(C)=O)c2)cc1OC | 2% | -3% | 4% | -2% | 0% | -3%
9 | NC(=O)CC(NC(=O)Cc1ccc(Br)cc1)c1ccc(N2CCc3ccccc3C2)c([N+](=O)[O-])c1 (stereo not drawn) | 15% | 1% | 0% | 5% | -9% | -2%
10 | CCc1ccccc1NS(=O)(=O)c1ccc2[nH]cc(C(=O)NCc3ccco3)c(=O)c2c1 | -18% | -4% | 1% | -17% | -4% | -1%
11 | COc1ccc(N(Cc2cc3ccc(C)cc3[nH]c2=O)S(=O)(=O)c2ccccc2)cc1 | 27% | -18% | 3% | / | -2% | 0%
12 | CS(=O)(=O)N1CC(C(=O)O)Oc2ccc(CC(=O)O)cc21 (stereo not drawn) | ? | 1% | -4% | -3% | -1% | -2%
13 | Cc1cccc(N2CCN(C(=O)CCCCCn3c(=S)[nH]c4ccc(N5CCOCC5)cc4c3=O)CC2)c1C | 7.1µM* | -5% | 2% | -4% | 5% | -11%
14 | Cc1ccc(NC(=O)C(=O)NNC(=O)c2cccs2)cc1 | -21% | 6% | ? | 11% | 37% | 18%
15 | Cc1cccc(C(=O)Nc2ccc(N3CCN(S(C)(=O)=O)CC3)cc2)c1 | -13% | 4.5µM* | ? | -1% | 68% | 4µM*

# | VP16 counter | uPA surface inh | MBNL1 CUG block | MLL CXXC-DNA inh | ELG1 genotoxic
1 | -2% | / | 3% | -2% | -7%
2 | -2% | 4% | ? | 29% | 0%[9.26 µM]
3 | -4% | -2% | / | -1% | -2%
4 | -9% | -2% | 0% | 2% | 7%
5 | 1% | 5% | / | -3% | 1%
6 | 1% | ? | -7% | / | 10%
7 | -4% | -2% | -9% | -13% | 1%
8 | 9% | 6% | -2% | -10% | 2%
9 | -3% | -1% | 11% | -7% | -5%
10 | 3% | 4% | 11% | 0% | 2%
11 | ? | ? | -4% | 13% | -6%
12 | 1% | -1% | / | 4% | 0%
13 | 11µM* | 13% | 112%[activator] | 11% | -14%
14 | 23% | -9% | -3% | -21% | -2%
15 | -22% | 7% | -8% | 6% | 14%

Structures above containing a nitro group on carbon (2):
# | Structure | RORgamma inh | NPC1 prom act | FLuc counter | p53 reactivator | BRCA1 expr act | Rab9 prom act
3 | Cc1ccc(NC(=O)c2cc([N+](=O)[O-])ccc2N2CCOCC2)cc1S(=O)(=O)N(C)C | -4% | -1% | -1% | -4% | -1% | -5%
9 | NC(=O)CC(NC(=O)Cc1ccc(Br)cc1)c1ccc(N2CCc3ccccc3C2)c([N+](=O)[O-])c1 (stereo not drawn) | 15% | 1% | 0% | 5% | -9% | -2%

# | VP16 counter | uPA surface inh | MBNL1 CUG block | MLL CXXC-DNA inh | ELG1 genotoxic
3 | -4% | -2% | / | -1% | -2%
9 | -3% | -1% | 11% | -7% | -5%

More compounds follow.
# | Structure | RORgamma inh | NPC1 prom act | FLuc counter | p53 reactivator | BRCA1 expr act | Rab9 prom act
16 | CN(C)S(=O)(=O)c1cccc(CSCc2cccc(S(=O)(=O)N(C)C)c2)c1 | -14% | -33%[inhibitor] | -2% | -4% | -35% | -33%[inhibitor]
17 | CC(=O)NN1C(=O)c2ccccc2NC1c1ccccc1O (stereo not drawn) | 11µM* | -2% | 0% | -6% | -2% | -2%
18 | O=C(O)C1C2C=CC(O2)C1C(=O)NC1CCCc2ccccc21 (stereo not drawn) | 14% | 0% | -8% | -4% | 5% | 2%
19 | CCCc1nnc(NC(=O)CCC(=O)N2CCN(CCOc3ccc(C)cc3)CC2)s1 | -5% | -16% | -1% | -7% | -9% | -23%
20 | C/C=C\C=C/C(=O)Nc1cccc(C2=NOC3(C2)C[C@@H](C(N)=O)N(C(=O)[C@H]2CCC(=O)N2)C3)c1 (stereo partly drawn) | 0% | -4% | ? | 2% | 17% | -7%
21 | N#CCC(=O)N/N=C\c1cc(Br)ccc1OC/C=C/c1ccccc1 | 0% | ? | -4% | 20% | 8.9µM* | ?
22 | CCOc1c(Br)cc(C(N)=O)cc1OCc1ccccc1 | -17% | 1% | -1% | 3% | -35% | 1%
23 | Nc1nc(-c2ccccc2)cn1N | 3.2µM* | 8% | -20% | 18% | -6% | 6%
24 | COc1ccc(OCCn2cncn2)cc1 | -12% | -3% | 1% | 1% | -12% | -2%
25 | Cc1ccc(NC(=O)Cc2nnc(SCC(=O)NC3CCCC3)n2C)cc1 | -88% | 3% | -15% | -4% | 3% | 7%
26 | COc1ccc(CCNC(=O)c2[nH]c(C)c(C(C)=O)c2C)cc1OC | ? | 2% | 6% | -1% | -17% | 3%
27 | Brc1ccccc1OCCOCCOc1cccc2cccnc12 | -2% | 0% | -2% | 1% | 10% | -2%
28 | CCOc1ccc(C(=O)Nc2nc(C)cc(C)n2)cc1[N+](=O)[O-] | -18% | -1% | 3% | -4% | -8% | -5%
29 | COc1ccc(N(C(=O)c2cnccn2)C(C(=O)NC2CCCCC2)c2ccccc2)cc1 (stereo not drawn) | 4% | -2% | 3% | -6% | -14% | 4%
30 | O=C(c1noc2c1CCCC2)N1CCN(C(c2ccccc2)c2ccccc2)CC1 | -1% | -5% | 0% | ? | / | -9%
31 | CCCSc1nc2c(c(=O)n(C)c(=O)n2C)n1Cc1ccc(C)cc1 | ? | -9% | -4% | 15% | -56% | 2%
32 | O=C(Nc1nc2ccccc2s1)c1ccc(F)cc1 | 4.5µM* | 0.71µM* | 1.1µM* | 3% | ? | 0.32µM*

# | VP16 counter | uPA surface inh | MBNL1 CUG block | MLL CXXC-DNA inh | ELG1 genotoxic
16 | ? | -11% | 3% | 19% | -6%
17 | ? | 1% | -6% | -4% | -3%
18 | -7% | -5% | -17% | -10% | -1%
19 | -28% | 0% | -8% | -1% | -9%
20 | 1% | 8% | 5% | 10% | 6%
21 | 14% | -3% | 7% | -7% | ?
22 | 2% | 2% | 8% | 0% | 8%
23 | 7.1µM* | 5% | -9% | 0% | -1%
24 | 3% | 4% | -8% | 15% | -1%
25 | -3% | 3% | -7% | -3% | 0%
26 | 10% | -2% | -2% | -2% | -1%
27 | 6% | 6% | -2% | 2% | 3%
28 | -5% | 13% | ? | 4% | 0%
29 | -11% | 1% | 0% | 4% | 2%
30 | -3% | / | 15% | 4% | 1%
31 | -8% | -2% | 0% | 7% | -5%
32 | ? | ? | 0% | 1% | 2.6µM*

Values in list order from the list:
Compounds 22 to 25 in MBNL1 CUG block: 8%, -9%, -8%, -7%
Compounds 22 to 25 in NPC1 prom act: 1%, 8%, -3%, 3%

These rows are one share of the data, so the mix of outcomes need not match the whole.
